HIV RNase H inh = HIV-1 RT RNase H inhibitors, primary screen, biochemical, fluorescence; Gag-Pol polyprotein (Human immunodeficiency virus type 1 group M subtype B (isolate …; RT-RNase H RNA/DNA duplex cleavage; inhibition, % at 10 µM; actives 1.9% (n = 65,000); AID 565, 2006; in the data active = inhibition above about 50%
RmlC RmlD mix = RmlC and RmlD coupled enzyme inhibitors, primary screen, biochemical, 384-well, compound mixtures, retest. actives 0.39% (n = 110,000). RmlC/RmlD coupled enzyme inhibition, 384-well mixture HTS. inhibition, % at 5.5 µM; in the data active = inhibition above about 30%, passing the limit was not always enough; note: strong numbers were not always called active
* = called active by the depositor; . = no result given.

(1) CCc1cccc(NC(=O)CN(C)S(=O)(=O)c2cnc[nH]2)c1
(2) Oc1c(C(c2cccs2)N2CCC3(CC2)OCCO3)sc2ncnn12 (stereo not given)
(3) O=C(NCc1ccccc1)C(c1ccc(F)cc1)N(Cc1ccc2c(c1)OCO2)C(=O)Cn1nnc(-c2cccs2)n1 (stereo not given)
(4) O=C(O)CC(NC(=O)C(c1ccccc1)c1ccccc1)c1ccco1 (stereo not given)
(5) CCCN1CCC[C@@H]2Cc3nc(N)ncc3C[C@H]21
(6) COc1ccc(N2CCN(C(=O)C3CCN(S(=O)(=O)N4CCOCC4)CC3)CC2)cc1

| entry no. | 1 | 2 | 3 | 4 | 5 | 6 |
| --- | --- | --- | --- | --- | --- | --- |
| RmlC RmlD mix | -38.8 | -13.6 | 14.2 | 5.7 | 4.8 | -10.1 |
| HIV RNase H inh | -11.5 | -7.4 | . | -11.9 | . | 1.2 |

(7) CCCCCn1c(=O)c(-c2nc3ccccc3c(=O)[nH]2)c(O)c2ccccc21
(8) CC(C)NC(=O)c1ccc2c(c1)S(=O)(=O)c1ccccc1C2=O
(9) O=C(Nc1ccccc1)c1c(O)[nH]c(=S)[nH]c1=O
(10) CCOC(=O)C1CCN(C(=O)Cc2c(F)cccc2Cl)CC1
(11) Cc1ccc(-c2nn3c(C)nnc3s2)cc1NC(=O)COc1ccc(Cl)cc1
(12) CC(C)=C1SC(N2CCN(c3ccc(C)cc3)CC2)=NC1=O

| entry no. | 7 | 8 | 9 | 10 | 11 | 12 |
| --- | --- | --- | --- | --- | --- | --- |
| RmlC RmlD mix | 5.6 | -15.1 | 7.4 | 6.5 | 5.4 | 4.5 |
| HIV RNase H inh | -5.6 | . | . | -3.2 | 1.4 | . |

(13) Cc1[nH]c(=O)c(C#N)cc1-c1ccccc1
(14) Cc1nc2sc3c(c2c(=O)n1/N=C/c1ccco1)CCCC3
(15) Cc1cc(C)c(C#N)c(SCC(=O)CC(=O)OC(C)C)n1
(16) CC(C)=C1C2CCC1C1C(=O)N(NC(=O)COc3ccc(C(C)(C)C)cc3)C(=O)C21 (stereo not given)
(17) CCCSc1nc(O)c(C2OC(=O)c3c2ccc(OC)c3OC)c(=O)n1C (stereo not given)
(18) N/C(=N\OC(=O)c1cccc(Cl)c1)c1cccnc1

| entry no. | 13 | 14 | 15 | 16 | 17 | 18 |
| --- | --- | --- | --- | --- | --- | --- |
| RmlC RmlD mix | 10.6 | 1.3 | 55.5* | 3.1 | -10.1 | 7.1 |
| HIV RNase H inh | . | -6.7 | -0.6 | . | -3.2 | . |

(19) CCC(=NCCO)c1c(O)n(-c2ccccc2)c(=O)[nH]c1=O
(20) COc1ccc(OC)c(CNCCNC(=O)c2ccco2)c1
(21) CC(C)CCN1CC(C(=O)N2CCN(c3ccc(F)cc3)CC2)CC1=O (stereo not given)
(22) O=C(NCCc1ccccc1)C1CCN(S(=O)(=O)N2CCCC2)CC1
(23) CC(=O)c1cc(-c2ccccc2)[nH]c1N1CCCC1
(24) Clc1ccc(-c2nnc3sc(Cc4cccs4)nn23)c(Cl)c1

| entry no. | 19 | 20 | 21 | 22 | 23 | 24 |
| --- | --- | --- | --- | --- | --- | --- |
| RmlC RmlD mix | 3.8 | -10.3 | 11.7 | -5.1 | -5.7 | 24.6 |
| HIV RNase H inh | -6.7 | . | -17.6 | -3.9 | 7.6 | -19.2 |

(25) O=C(O)c1c[nH]c2ccc(S(=O)(=O)N(CCCl)CCCl)cc12
(26) COc1ccc(NC(=S)NC(NC(=O)c2ccc(Cl)cc2Cl)C(Cl)(Cl)Cl)c([N+](=O)[O-])c1 (stereo not given)
(27) COc1ccc(/C=N/NC(=O)Nc2nonc2N)cc1
(28) Cc1c(O)c(CN2CCCC(C)C2)cc2c3c(c(=O)oc12)CCC3 (stereo not given)
(29) CCC(=O)c1ccc(OC(=O)c2ccc(Br)o2)cc1
(30) CC(=O)Nn1cnc2c(c1=O)C1(CCCC1)Cc1ccccc1-2

| entry no. | 25 | 26 | 27 | 28 | 29 | 30 |
| --- | --- | --- | --- | --- | --- | --- |
| RmlC RmlD mix | -4.1 | 8.9 | 9.6 | . | -16.1 | -12.1 |
| HIV RNase H inh | . | . | . | 2.4 | -21.8 | -0.6 |

(31) O=c1nc2sc3ccccc3n2c(=O)n1-c1cccc(Cl)c1
(32) CCOC(=O)c1c(N)sc2c1CCSC2
(33) CCOC(=O)c1sc2nc(NC(=O)COc3ccccc3)sc2c1C
(34) CC(C)Cc1nc(N2CCC(C(N)=O)CC2)c2nnn(Cc3ccccc3)c2n1
(35) CCOC(=O)N1CCN(c2c(-c3ccc(C(C)C)cc3)c(=O)c2=O)CC1
(36) O=C1C2CCCN2C(c2cccc(Br)c2)N1c1ccc(F)cc1 (stereo not given)

| entry no. | 31 | 32 | 33 | 34 | 35 | 36 |
| --- | --- | --- | --- | --- | --- | --- |
| RmlC RmlD mix | 5.3 | -18.7 | -10.2 | -7.0 | 6.7 | 1.3 |
| HIV RNase H inh | . | . | 16.5 | -4.8 | -3.8 | -4.3 |

(37) CC1(C)NC(=O)NC2(C)NC(=O)NC(C)(C)C12 (stereo not given)
(38) Cn1c(=O)c(=O)n(C)c2cc(S(=O)(=O)N3CCN(Cc4ccccc4)CC3)ccc21
(39) CCOC(=O)NC(c1cccc(Cl)c1)C1CCCCCC1=O (stereo not given)
(40) COc1ccc(NC(=O)c2ccc(=O)oc2)cc1
(41) CCC(CC)C(=O)Nc1cccc(S(=O)(=O)c2cccc(NC(=O)C(CC)CC)c2)c1
(42) CC(=O)Nc1ccc(C(=O)n2cnc3cc(C)c(C)cc32)cc1

| entry no. | 37 | 38 | 39 | 40 | 41 | 42 |
| --- | --- | --- | --- | --- | --- | --- |
| RmlC RmlD mix | -15.3 | . | 7.4 | . | 2.4 | 8.8 |
| HIV RNase H inh | -12.0 | -3.5 | . | -4.1 | . | . |

(43) CN1CCN(C(=O)CN2C(=O)CC(C)(C)S(=O)(=O)c3ccccc32)CC1
(44) COc1cccc(OC)c1OCCCc1c(C)n[nH]c1C
(45) Cc1ccc(OCC(=O)NCc2ccccn2)cc1
(46) O=C1c2sc3nc4ccccc4n3c2C(=O)N1c1ccccc1Cl
(47) COCCCNC(=O)c1cc(C(=O)c2c(-c3c(Cl)cccc3Cl)noc2C)c[nH]1
(48) Cc1ccc(-c2nc3ccccc3[nH]2)cc1NC(=O)c1ccc2c(c1)OCO2

| entry no. | 43 | 44 | 45 | 46 | 47 | 48 |
| --- | --- | --- | --- | --- | --- | --- |
| RmlC RmlD mix | 5.9 | 5.3 | -5.7 | 13.3 | 18.6 | -9.8 |
| HIV RNase H inh | 1.1 | -12.3 | 1.3 | 85.2* | . | . |

(49) COC(C[C@H](O)CC(=O)COCc1ccccc1)OC
(50) O=C1C2C3c4ccccc4C(c4ccccc43)C2C(=O)N1c1nc(-c2ccccc2)cs1 (stereo not given)
(51) Cc1cc2c(C)c(C)c(=O)[nH]c2cc1N
(52) CCCCOc1ccc(S(=O)(=O)n2c(C)nc3ccccc32)cc1
(53) COc1ccc(C)cc1NS(=O)(=O)c1ccc(Br)s1
(54) CC1CNCCN1S(=O)(=O)c1cccc2cnccc12 (stereo not given)

| entry no. | 49 | 50 | 51 | 52 | 53 | 54 |
| --- | --- | --- | --- | --- | --- | --- |
| RmlC RmlD mix | -6.9 | 6.2 | 45.2* | 46.5 | -10.8 | 5.0 |
| HIV RNase H inh | . | . | . | -22.3 | . | -13.3 |

(55) CC(C)N1C(=O)CCC1C(=O)NCCc1ccc(Cl)cc1 (stereo not given)
(56) CC(=O)n1cc([C@H]2C=C(C(=O)N3CCN(Cc4ccc5c(c4)OCO5)CC3)O[C@@H](OCCCCO)C2)c2ccccc21
(57) CCOC(=O)c1ccc(Oc2nc(NC)nc(SC)n2)cc1
(58) COc1ccc2nc(NC(=O)CSc3nc4ccccc4o3)sc2c1
(59) O=C(O)c1cc2cccc(S(=O)(=O)N3CCOCC3)c2cc1O
(60) CC(=O)Nc1cc(N2C(=O)CCC2=O)ccc1Cl

| entry no. | 55 | 56 | 57 | 58 | 59 | 60 |
| --- | --- | --- | --- | --- | --- | --- |
| RmlC RmlD mix | . | 9.1 | 4.8 | 2.3 | -8.2 | . |
| HIV RNase H inh | -6.6 | . | 6.6 | -4.9 | -2.6 | 2.6 |

(61) Cc1ccc(-c2noc(CCC(=O)NCCN3CCOCC3)n2)cc1
(62) COc1ccccc1-c1c(C)nn2c(NCCN3CCCC3)cc(C)nc12
(63) O=S(=O)(NCCn1ccc2ccccc21)c1ccccc1
(64) CCOc1ccc(CCNC(=O)c2cccc(N3CCCC3=O)c2)cc1OCC
(65) O=C1CCCN1c1ccc(S(=O)(=O)N2CCC(c3ccccc3)CC2)cc1
(66) CC(C)(C)c1nc(SCC(=O)NCc2ccco2)c2ccccc2n1

| entry no. | 61 | 62 | 63 | 64 | 65 | 66 |
| --- | --- | --- | --- | --- | --- | --- |
| RmlC RmlD mix | -11.0 | -7.4 | 6.9 | 100.0 | -9.7 | 12.6 |
| HIV RNase H inh | 10.4 | 4.2 | . | . | -2.3 | -1.7 |

(67) CN=C(Nc1cc(C)nn1CCC#N)c1ccccc1
(68) COc1ccc(NC(=O)C2CCN(c3nnnn3-c3ccccc3)CC2)cc1
(69) Cc1ccc(OCC(=O)Nc2ccc(N3CCOCC3)cc2)cc1
(70) O=C(/C=C/c1ccccc1)N1CCN(Cc2nc3ccccc3c(=O)[nH]2)CC1
(71) Cc1ccc(-c2csc(SCC(=O)Nc3cc(C)on3)n2)cc1
(72) CCOc1ccccc1C(=O)N(C)Cc1cc2ccccc2[nH]c1=O

| entry no. | 67 | 68 | 69 | 70 | 71 | 72 |
| --- | --- | --- | --- | --- | --- | --- |
| RmlC RmlD mix | -11.9 | -3.8 | -5.7 | -1.6 | 9.5 | 11.6 |
| HIV RNase H inh | -7.6 | . | -12.2 | . | . | -36.0 |

(73) COc1ccc(NC2c3ncccc3C(=O)N2Cc2ccccc2)c(OC)c1 (stereo not given)
(74) CC(=O)NCCOc1ccc2oc3ccccc3c2c1
(75) Oc1ccc(C=Nc2ccc3ncccc3c2)c(O)c1
(76) O=C(COC(=O)[C@H](Cc1c[nH]c2ccccc12)NC(=O)c1ccc(Cl)cc1)Nc1ccc2c(c1)OCO2
(77) COC(=O)CN1C(=O)C(O)=C(C(C)=O)C1c1ccc([N+](=O)[O-])cc1 (stereo not given)
(78) Cc1onc(-c2ccccc2)c1C(=O)NCC1COc2ccccc2O1 (stereo not given)

| entry no. | 73 | 74 | 75 | 76 | 77 | 78 |
| --- | --- | --- | --- | --- | --- | --- |
| RmlC RmlD mix | -12.3 | 1.8 | 11.9 | -5.0 | -12.7 | -478.2 |
| HIV RNase H inh | 10.4 | -20.3 | 53.1* | . | . | . |

(79) Cc1cc2cc(CNC(=O)C3CCCC3)ccc2n1C
(80) CC(C)CC(=O)N1CCN(Cc2cccc(F)c2)CC1
(81) Clc1ccc(CSc2nnc(Cn3cnc4ccccc43)o2)cc1
(82) O=C1CN=C(c2cccs2)c2c(sc3c2CCCC3)N1
(83) COC(=O)C1=C(COc2ccccc2)NC(=O)NC1c1ccc2ccccc2c1 (stereo not given)
(84) Cc1ccc(-c2noc(CCC(=O)Nc3cccc(C#N)c3)n2)cc1

| entry no. | 79 | 80 | 81 | 82 | 83 | 84 |
| --- | --- | --- | --- | --- | --- | --- |
| RmlC RmlD mix | 1.7 | 3.6 | 5.5 | -15.0 | 15.0 | -6.2 |
| HIV RNase H inh | -6.5 | -3.4 | -42.4 | -28.2 | . | -28.4 |

(85) COc1ccccc1NC(NC(=O)c1ccco1)C(=O)c1ccccc1 (stereo not given)
(86) FC(F)(F)c1ccc(Sc2nnc(-c3cccs3)n2CC2CCCO2)nc1 (stereo not given)
(87) CCCCCSc1nnc(C)c(=O)[nH]1
(88) CCCn1c(=O)c(-c2ccccc2)c(O)c2ccccc21
(89) COc1cccc(NC(=O)CCC(=O)NCc2ccco2)c1
(90) Cc1noc(C)c1S(=O)(=O)N1CCC(C(=O)N2CCC(C)CC2)CC1

| entry no. | 85 | 86 | 87 | 88 | 89 | 90 |
| --- | --- | --- | --- | --- | --- | --- |
| RmlC RmlD mix | . | 8.8 | -0.5 | -4.5 | -12.3 | 2.3 |
| HIV RNase H inh | -2.7 | -3.9 | -10.1 | 5.1 | . | -15.7 |

(91) O=C1C2=C(NC(=S)NC2c2ccc(Cl)cc2)NC(c2ccc(Cl)cc2)N1c1ccc(Cl)cc1 (stereo not given)
(92) CCN(CC)S(=O)(=O)c1cc(C(=O)OC)ccc1Cl
(93) CCN(CC)c1ccc2cc(NC(=O)CCC(=O)O)c(=O)oc2c1
(94) Cc1ccc(CN2C(=O)C(C)(C)Oc3ccc(C(=O)N4CCCCC4)cc32)cc1
(95) CCCOc1ccc(C2=NNC(c3cccs3)=Nc3ccc(OC)cc32)cc1
(96) COC(=O)C1C(c2ccccc2)C(C(=O)N2CCOCC2)C1c1ccccc1 (stereo not given)

| entry no. | 91 | 92 | 93 | 94 | 95 | 96 |
| --- | --- | --- | --- | --- | --- | --- |
| RmlC RmlD mix | 1.2 | 3.1 | 18.1 | 5.1 | 11.4 | 5.6 |
| HIV RNase H inh | . | -19.1 | -5.4 | -1.4 | . | -10.3 |

(97) Cc1ccc(C(=O)Nc2cccc(C(F)(F)F)c2)cc1Nc1ncnc2nc[nH]c12
(98) CCC(C)NC(=O)CN(c1cc(C)ccc1OC)S(C)(=O)=O (stereo not given)
(99) N#CC(C#N)=C/C(C#N)=C(/N)N1CCN(c2ccc(Cl)cc2)CC1
(100) O=C(CSc1nc2ccccc2[nH]1)Nc1ccccc1F
(101) O=C(NCc1ccc(OC(F)(F)F)cc1)c1ccc2c(c1)S(=O)(=O)c1ccccc1C2=O
(102) COc1ccc(/C=N/Nc2nc(C)c([N+](=O)[O-])c(N(C)c3ccccc3)n2)cc1OC
(103) Clc1cccc(CSc2nnc(-c3cccnc3)n2Cc2ccco2)c1
(104) C=CCc1ccc(OCC(O)COc2ccc(CC=C)cc2OC)c(OC)c1

| entry no. | 97 | 98 | 99 | 100 | 101 | 102 | 103 | 104 |
| --- | --- | --- | --- | --- | --- | --- | --- | --- |
| RmlC RmlD mix | -5.2 | 4.9 | -18.8 | 11.4 | 11.6 | 9.3 | -0.6 | 21.3 |
| HIV RNase H inh | . | -7.7 | . | . | . | . | -24.0 | . |

Screening results deposited in PubChem BioAssay by several laboratories.

An excerpt. The share of hits here may be higher or lower than overall.
